SR-BI DiI-HDL act: activators of SR-BI mediated HDL lipid uptake; activation, % at 12.5 µM; 0.096% of 320,000 active; CHO ldlA[mSR-BI] cells, DiI-HDL uptake fluorescence, 3 h; 100 = double the neutral-control signal;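 active means mean replicate activation of at least 60% and every replicate at or above 60%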;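 further: 0% = median plate neutral-control signal and 100% = twice that signal; values of inactives mirror those of a sister screen read the other way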
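system = CHO ldlA[mSR-BI] cells, LDL receptor-null, SR-BI overexpressing | medium = Ham's F12 with 0.5% BSA, HEPES 25 mM, pH 7.4 | probe or stimulus = DiI-HDL 10 µg/mL | compound dosing = single-point compound dose | incubation = compound exposure 3 h, 37 °C | technique = DiI fluorescence, bottom read | read-out = cell-associated DiI fluorescence as measure of HDL uptake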
CAL PDZ FP-1: CAL PDZ (human) peptide binding inhibition. 0.92% of 300,000 active. AID 602252. inhibition, % at 24.9 µM. purified CAL PDZ, TMR-peptide fluorescence polarization, 1 h. Q9HD26;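 active means mean inhibition of at least 30% with at least half of replicates also reaching 30%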;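 further: 0% = DMSO neutral control and 100% = excess unlabeled competitor peptide PRC23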
cardiac RTF act: increases calcium sensitivity of human cardiac regulated thin filaments | P19429+P45379 | IANBD-labeled TnC RTF fluorescence at EC20 calcium; 0% EC20 calcium, 100% full calcium | activation, % at 7.2 µM | 0.24% of 340,000 active | AID 493008;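 active means activation above the mean over all tested compounds plus 3 SD, cut at about 30% in these data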;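 further: rise in fluorescence read as greater calcium sensitivity of cardiac thin filaments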
Rtt109 Vps75: blocks Candida albicans Rtt109/Vps75 acetyltransferase activity; Q5AAJ8; purified Rtt109/Vps75, ThioGlo CoA-SH fluorescence, 4 h; inhibition, % at 34.9 µM; 0.16% of 330,000 active; AID 540336;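 active means inhibition of at least 50% in every replicate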
Cardiac RTF inh: cardiac RTF calcium desensitization; P19429+P45379; IANBD-labeled cardiac RTF, Ca2+ fluorescence; inhibition, % at 7.15 µM; 0.12% of 340,000 active; AID 493244;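 active means inhibition above the mean inhibition of all tested compounds plus 3 SD, cut at about 17% in these data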;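 further: assay run at fixed EC70 calcium of 1.6 mM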
CAL PDZ FP-2: inhibitors of human CAL PDZ peptide binding. 0.02% of 330,000 active. inhibition, % at 20 µM. AID 504414. purified CAL PDZ, TMR-peptide fluorescence polarization, 1 h. Q9HD26;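 active means highest replicate inhibition of at least 40%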;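 further: plate controls were DMSO neutral control wells for no effect and unlabeled competitor peptide control wells for full effect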
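Read-out basis: mP drop reported as inhibition | Assay system: Tagged CAL PDZ protein CerCALP, purified | Benchmarks: Unlabelled peptide for full inhibition, DMSO wells as neutral | Schedule: 1 h incubation at room temperature before polarization reading | Buffer or medium: Sodium phosphate/NaCl buffer pH 7.4 with TCEP, IgG, Thesit | Doses: Single point, 20 µM | Measured by: Fluorescence polarization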
LANA DNA inh: inhibitors of KSHV LANA C-terminal domain DNA binding | MBP-C-LANA/FAM-LBS DNA binding, fluorescence polarization | 0.078% of 340,000 active | inhibition, % at 9 µM;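 active means highest replicate inhibition at or above 60% at 9 µM, even if other replicates fall short; inactive means all replicates below 60% inhibition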;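 further: 0% = neutral control wells and 100% = 4 µM acridine orange control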
DAGLB inh: diacylglycerol lipase beta (human) inhibition | 0.059% of 340,000 active | inhibition, % at 5.17 µM | AID 504411 | HEK293T DAGLB membrane lysate, EnzChek fluorogenic substrate; in the data active means inhibition above about 34%;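 further: 0% = enzyme with vehicle and 100% = wells lacking enzyme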
PKA-R2B act: activates the human PKA-R2B holoenzyme complex | 0.079% of 340,000 active | PKA-R2B holoenzyme dissociation, Cy5-IP20 fluorescence polarization; R2B truncated from residue 108, S112A mutant; 0% DMSO only, 100% 113 µM cGMP | activation, % at 11.4 µM;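 active means activation above a cutoff set at the mean over all compounds plus 3 SD, cut at about 18% in these data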;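 further: higher means more holoenzyme dissociation and a rise in polarization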
Target sequence (P31323 whole entry, looked up, other chains not shown, the tested form may be a part): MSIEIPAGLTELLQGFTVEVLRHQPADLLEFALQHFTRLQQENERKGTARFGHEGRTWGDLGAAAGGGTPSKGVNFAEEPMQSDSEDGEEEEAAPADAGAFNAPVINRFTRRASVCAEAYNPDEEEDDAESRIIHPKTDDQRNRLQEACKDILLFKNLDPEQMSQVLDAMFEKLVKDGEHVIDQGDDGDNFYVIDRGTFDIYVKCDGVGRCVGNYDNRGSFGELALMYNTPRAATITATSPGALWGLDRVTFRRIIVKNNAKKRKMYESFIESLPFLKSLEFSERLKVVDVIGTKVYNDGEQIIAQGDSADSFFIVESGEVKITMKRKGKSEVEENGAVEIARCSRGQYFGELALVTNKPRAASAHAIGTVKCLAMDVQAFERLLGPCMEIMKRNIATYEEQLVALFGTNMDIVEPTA
Keap1 Nrf2 FP: inhibitors of human Keap1-Nrf2 protein-protein interaction; Q14145; Keap1 Kelch-Nrf2 peptide fluorescence polarization, 1536-well; inhibition, % at 9.4 µM; 0.15% of 340,000 active; AID 504523; in the data active means inhibition above about 12%;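 further: human Keap1 Kelch domain with fluorescein labeled Nrf2 9mer peptide probe; 0% = neutral control wells and 100% = peptide positive control; higher means more block of Keap1 binding to Nrf2 peptide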
Target sequence (Q14145 whole entry, looked up, the tested form may be a part): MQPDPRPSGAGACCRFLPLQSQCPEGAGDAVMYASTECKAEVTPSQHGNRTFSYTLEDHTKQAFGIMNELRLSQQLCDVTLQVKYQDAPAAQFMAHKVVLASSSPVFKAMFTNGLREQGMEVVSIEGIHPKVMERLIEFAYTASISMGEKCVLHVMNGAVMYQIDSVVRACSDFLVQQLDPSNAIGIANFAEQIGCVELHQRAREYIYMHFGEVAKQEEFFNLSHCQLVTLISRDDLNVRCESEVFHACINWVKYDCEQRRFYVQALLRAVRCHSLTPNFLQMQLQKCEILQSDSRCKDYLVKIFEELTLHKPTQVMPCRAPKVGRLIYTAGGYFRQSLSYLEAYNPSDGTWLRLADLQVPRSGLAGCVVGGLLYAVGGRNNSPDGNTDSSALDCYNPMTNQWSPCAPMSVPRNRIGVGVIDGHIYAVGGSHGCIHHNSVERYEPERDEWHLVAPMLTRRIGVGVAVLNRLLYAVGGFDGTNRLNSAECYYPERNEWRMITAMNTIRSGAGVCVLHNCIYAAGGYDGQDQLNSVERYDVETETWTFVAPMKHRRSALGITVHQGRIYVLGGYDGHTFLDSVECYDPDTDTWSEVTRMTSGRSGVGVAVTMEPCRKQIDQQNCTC
Active calls of the source: *; · = not tested or not shown.

SMILES	SR-BI DiI-HDL act	CAL PDZ FP-1	cardiac RTF act	Rtt109 Vps75	Cardiac RTF inh	CAL PDZ FP-2	LANA DNA inh	DAGLB inh	PKA-R2B act	Keap1 Nrf2 FP
CC(c1ccon1)N(C)Cc1cn(C)nc1-c1cccc(Cl)c1 (stereo unspecified)	-36.6	-2.8	0.3	11.8	10.8	-1.6	0.3	-1.3	-12.6	-1.7
N#CC(C(=O)NC1CC1)c1nc2ccccc2nc1N1CCN(C/C=C/c2ccccc2)CC1 (stereo unspecified)	9.5	·	-4.9	2.4	-4.5	0.0	-1.7	-1.9	3.1	0.0
CCn1c(=O)n(CC)c2cc(N3CCCC3)c(NC(=O)c3ccc(C)c([N+](=O)[O-])c3)cc21	-18.8	6.7	-6.1	25.6	2.2	1.0	-1.1	1.0	-0.4	6.0
COC(=O)c1c(C)[nH]c(C(=O)COC(=O)Cn2cc(C(F)(F)F)ccc2=O)c1C	-3.7	-2.6	-15.4	9.5	-7.4	-1.6	0.5	-1.9	-14.8	-1.7
O=C(CCNS(=O)(=O)c1ccc(Br)cc1)NCCc1ccccc1	10.1	·	-0.5	-5.4	-2.7	-1.6	-2.5	2.5	-7.5	-5.0
COc1ccc(S(=O)(=O)Nc2ccc(Cl)cn2)cc1	-25.8	-6.4	2.2	1.3	-6.8	-14.2	2.2	0.7	1.1	-1.5
Fc1ccccc1-c1nc2ccccc2[nH]1	-9.0	-3.7	7.5	-0.9	-4.3	-2.6	1.5	0.6	-10.8	-1.0
COc1cc(C(=O)COC(=O)c2c(C)noc2C)cc(OC)c1OC	-17.3	-8.7	-2.4	-1.4	-4.6	-0.3	0.7	-1.9	-0.7	0.3
CN(CC(=O)Nc1cccnc1Cl)S(=O)(=O)c1ccc(Cl)cc1	11.3	-2.3	0.4	-0.8	-5.1	-1.7	0.7	0.5	3.7	-1.7
CC1(c2ccccc2)NC(=O)N(CC(=O)Nc2ccc([N+](=O)[O-])cc2)C1=O (stereo unspecified)	-21.8	-5.8	9.0	3.5	-8.9	-1.1	1.5	0.1	5.6	-0.9
CC(C#Cc1c([C@@H](C)Oc2ccccc2)nnn1Cc1ccccc1)Oc1ccccc1 (stereo partly specified)	7.8	-5.3	-5.1	-8.4	6.7	-0.5	-0.9	-12.0	-6.3	-2.6
O=C(COc1ccc(Cl)cc1[N+](=O)[O-])N/N=C/c1cccs1	17.9	·	-5.5	-2.1	5.4	-1.6	-1.9	0.2	-7.6	0.4
COc1ccccc1NC(=O)COc1ccc(Br)cc1CO	-1.0	-3.4	-2.3	1.5	-8.4	-1.2	-0.2	-3.2	12.9	-4.5
CCOC(=O)C1=C(COC(=O)C2CC(=O)N(c3ccc(CC)cc3)C2)NC(=O)NC1C (stereo unspecified)	1.7	7.9	-2.2	2.5	-5.4	-0.2	-1.0	1.3	-7.9	-9.9
CC(C)(C)NC(=O)C(c1ccccn1)N(C(=O)C1CSC(=O)C1)c1ccccc1F (stereo unspecified)	11.2	·	-1.2	4.0	-1.0	-0.9	1.1	0.5	8.6	1.2

Continued; the last two above are carried over.
SMILES	SR-BI DiI-HDL act	CAL PDZ FP-1	cardiac RTF act	Rtt109 Vps75	Cardiac RTF inh	CAL PDZ FP-2	LANA DNA inh	DAGLB inh	PKA-R2B act	Keap1 Nrf2 FP
CCOC(=O)C1=C(COC(=O)C2CC(=O)N(c3ccc(CC)cc3)C2)NC(=O)NC1C (stereo unspecified)	1.7	7.9	-2.2	2.5	-5.4	-0.2	-1.0	1.3	-7.9	-9.9
CC(C)(C)NC(=O)C(c1ccccn1)N(C(=O)C1CSC(=O)C1)c1ccccc1F (stereo unspecified)	11.2	·	-1.2	4.0	-1.0	-0.9	1.1	0.5	8.6	1.2
O=C(Nc1cc(Cl)ccc1N1CCOCC1)c1ccc(N2CCCCC2)c([N+](=O)[O-])c1	-59.3	-3.4	4.2	20.5	3.5	-0.8	3.0	-1.8	-3.5	-5.2
O=C(c1ccco1)N1CCN(C(=O)c2cc(-c3ccc(F)cc3)no2)CC1	-5.6	-1.8	-0.1	2.6	-6.8	0.3	-0.5	0.9	-5.7	0.8
Cn1cnc(C(=O)N2CCN(C(=O)OC(C)(C)C)CC2)c1C(=O)N1CCN(C(=O)OC(C)(C)C)CC1	24.7	-3.3	-2.0	2.7	3.7	-1.3	2.5	-0.5	3.3	1.5
CCCC(C)NC(=O)c1c2c(nc3ccccc13)CCC2 (stereo unspecified)	-2.5	-3.2	6.9	21.1	2.8	-0.8	-0.3	0.7	-3.5	-0.2
COc1ccc(CCNc2nc(-c3ccccn3)cs2)cc1OC	·	48.8*	-3.8	-4.2	-0.7	-2.4	-0.5	-0.1	5.4	2.1
Cc1cc(C)cc(C(=O)NC(CC(N)=O)c2ccc(NC3CCCCCCC3)c([N+](=O)[O-])c2)c1 (stereo unspecified)	-10.2	1.1	2.1	-0.7	-18.5	0.5	0.0	4.7	1.3	-2.8
COc1ccccc1OCCCn1cc(C#N)c2ccccc21	-18.7	18.4	-3.1	1.3	-2.5	0.8	-0.8	-5.3	9.1	0.5
CCOC(=O)c1sc(NC(=O)C2CC(=O)N(c3ccccc3C)C2)nc1C (stereo unspecified)	·	-13.8	-3.8	4.9	-53.9	-2.7	-1.6	-1.1	-16.5	-2.3
COc1ccc(NS(=O)(=O)c2cc(NC(=O)c3ccc(=O)[nH]c3)ccc2N2CCOCC2)cc1	21.8	-7.2	-0.4	5.9	-2.3	-4.9	-0.3	-0.8	4.0	-0.5
O=C(CN1C(=O)NC2(CCCC2)C1=O)Nc1ccc(F)cc1	-15.2	-4.5	4.7	5.6	-9.1	0.1	-0.7	-0.7	5.1	-7.8
COc1cc(NC(=O)COc2ccc(Cl)cc2)ccc1NC(=O)C(C)C	·	·	-0.8	-3.2	-3.5	-1.0	0.6	2.0	-2.9	-0.7
Cc1cc(C)n(C2CC(=O)N(c3ccc(Cl)c(Cl)c3)C2=O)n1 (stereo unspecified)	11.5	·	0.9	1.9	0.4	-0.2	0.1	1.4	-15.2	-0.6
COc1ccc(-n2ccc3ccccc32)cc1	-31.2	0.0	-3.2	·	0.7	-2.8	2.3	-11.4	-6.9	0.6
CC1(C)NC(=O)N(CC(=O)Nc2nc(-c3ccc(F)cc3)cs2)C1=O	-29.9	·	3.5	9.1	-10.0	-2.1	1.9	-2.4	3.6	-2.7
CC(=O)NC(Cc1c[nH]c2ccccc12)C(=O)N1CCc2ccccc2C1 (stereo unspecified)	22.7	-6.3	-0.5	-2.6	5.3	1.5	0.3	-0.6	1.6	1.4

Sorted by length of the SMILES (ascending): part of the list above
SMILES	SR-BI DiI-HDL act	CAL PDZ FP-1	cardiac RTF act	Rtt109 Vps75	Cardiac RTF inh	CAL PDZ FP-2	LANA DNA inh	DAGLB inh	PKA-R2B act	Keap1 Nrf2 FP
COc1ccc(-n2ccc3ccccc32)cc1	-31.2	0.0	-3.2	·	0.7	-2.8	2.3	-11.4	-6.9	0.6
Cc1cc(C)n(C2CC(=O)N(c3ccc(Cl)c(Cl)c3)C2=O)n1 (stereo unspecified)	11.5	·	0.9	1.9	0.4	-0.2	0.1	1.4	-15.2	-0.6
COc1ccc(NS(=O)(=O)c2cc(NC(=O)c3ccc(=O)[nH]c3)ccc2N2CCOCC2)cc1	21.8	-7.2	-0.4	5.9	-2.3	-4.9	-0.3	-0.8	4.0	-0.5

Next section
SMILES	SR-BI DiI-HDL act	CAL PDZ FP-1	cardiac RTF act	Rtt109 Vps75	Cardiac RTF inh	CAL PDZ FP-2	LANA DNA inh	DAGLB inh	PKA-R2B act	Keap1 Nrf2 FP
CC(C)Oc1ccc(C2CCC(=O)NC2=O)cc1 (stereo unspecified)	2.5	-2.6	2.4	1.7	5.0	0.0	0.5	-2.9	7.8	-5.3
O=C(CN1CCN(c2ccccc2O)CC1)Nc1ccc2c(c1)CCC2	-34.4	0.5	-5.4	7.4	-3.9	-0.1	0.7	-3.8	2.6	-2.2
Cc1nc(SCC(=O)N(C)C2CCS(=O)(=O)C2)c2ccccc2n1 (stereo unspecified)	7.0	0.8	-4.6	-11.7	3.0	-0.6	0.3	-3.7	0.7	-12.1
CCOc1ccc(NC(=O)CN(C)C(=O)c2ccc(C)o2)cc1OCC	1.6	-3.5	-4.1	-3.1	6.2	-1.5	-1.3	0.3	6.3	-6.8
CN(C)c1ccc(C2N(C(=O)N3CCOCC3)CCN2S(=O)(=O)c2ccccc2)cc1 (stereo unspecified)	30.4	1.2	1.8	1.4	-5.9	0.0	-1.3	1.9	-11.2	-0.6
CC(C)(C)C(=O)c1no[n+]([O-])c1/C(=N/O)C(C)(C)C	9.0	2.9	-6.8	-8.0	-3.7	0.5	1.0	-0.4	11.1	-1.1
Cc1cc(C)cc(NC(=O)CSc2nnc(-c3ccc(S(=O)(=O)N4CCCC4)cc3)o2)c1	-27.2	1.1	-3.7	5.3	-7.8	0.2	-0.9	-1.0	-6.7	1.7
COc1ccc2cc3c(N)nn(C(=O)C4CCC(C(C)(C)C)CC4)c3nc2c1 (stereo unspecified)	2.7	-0.4	-15.8	1.8	-4.3	-1.9	-0.6	-1.7	-8.1	-2.6
COc1ccc([C@H]2CC(=O)C=C(c3ccc4c(c3)sc3ccccc34)C2)cc1	6.2	-0.8	-4.1	-1.0	0.3	-0.1	0.4	-5.0	-6.2	-3.3
CN1CCN(CCCCOc2ccccc2C=O)CC1	10.6	0.0	1.4	-0.9	-1.1	0.0	-0.7	3.8	-4.8	3.0
CC(=O)c1c(C)[nH]c(C(=O)NC(C)c2ccccc2)c1C (stereo unspecified)	-9.4	·	3.7	-2.8	2.0	-0.8	0.7	-0.8	14.4	0.7
CN(C)S(=O)(=O)c1cccc(C(=O)NCC2CCCO2)c1 (stereo unspecified)	27.3	-2.5	-4.3	-7.0	-6.4	-0.9	1.3	-3.1	-1.5	3.3
NS(=O)(=O)c1cccc(NC(=O)COC(=O)CC2Sc3ccccc3NC2=O)c1 (stereo unspecified)	-11.8	·	4.5	-3.1	-0.6	-0.2	-1.5	1.8	-1.3	-2.5
COC(=O)c1ccc(OCC(O)CN2CCOCC2)cc1 (stereo unspecified)	7.1	-1.4	-6.9	-4.8	3.2	-2.5	-0.4	-0.8	-11.7	-0.1
Cc1noc(C)c1COC(=O)c1csc2c1CCCC2	3.3	-0.5	2.8	14.9	-1.9	-2.0	-0.1	-8.4	-6.5	-1.6
O=C(CCc1c[nH]c2ccccc12)OCc1cccc(C(F)(F)F)c1	-5.2	·	-2.3	2.3	4.3	0.2	0.4	-1.5	0.1	-2.8
Cc1c(OCC(=O)NCC2CCC(C(=O)NCCCO)CC2)ccc2c(-c3ccccc3)cc(=O)oc12 (stereo unspecified)	-35.9	·	0.4	-14.5	4.5	-2.4	-0.2	-1.0	3.0	-3.6

Screens as filed in PubChem BioAssay.

This is a random part of the collection (roughly 1.6% active in at least one column).
